Assay outcomes: PubChem BioAssay, several laboratories
MazF activator: activators of E. coli MazEF toxin-antitoxin RNase, primary screen, biochemical, fluorescence, uHTS; Endoribonuclease toxin MazF (Escherichia coli (strain K12)), P0AE70; FAM/BHQ RNA-DNA oligo cleavage fluorescence, 5 h; activation, % at 20 µM; 0.32% of 350,000 active; in the data active = activation above about 50%
Target sequence (P0AE70 whole entry, looked up): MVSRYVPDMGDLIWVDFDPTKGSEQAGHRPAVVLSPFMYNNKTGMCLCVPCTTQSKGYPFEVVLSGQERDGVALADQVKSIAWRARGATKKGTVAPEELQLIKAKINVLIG
UGM FP inh: M. tuberculosis UGM enzyme inhibitors, primary screen, biochemical, fluorescence polarization, single point; UDP-galactopyranose mutase (Mycobacterium tuberculosis (strain ATCC 25618 / H37Rv)), …; purified UGM, fluorescence polarization probe displacement; inhibition, % at 10 µM; 0.06% of 320,000 active; AID 504406, 2011; in the data active = inhibition above about 10%, passing the limit was not always enough; inconclusive = no clear call, values can overlap the other calls
GDH-TPI counter: GDH-TPI coupling enzyme inhibitors, primary screen, artefact control for M. tuberculosis FBA inhibitor project, biochemical, absorbance, full deck; GDH-TPI coupled enzyme counterscreen, NADH absorbance; inhibition, % at 4.8 µM; 1.2% of 360,000 active;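 also: 0% = DMSO wells and 100% = wells lacking the enzyme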
BoNT-F LC inh: BoNT/F light chain protease inhibitors, primary screen, biochemical, flow cytometry, MLPCN library. 0.22% of 360,000 active. Multiplex microsphere protease cleavage assay. inhibition, % at 10 µM; in the data active = inhibition above about 35%, passing the limit was not always enough; inconclusive = no clear call, values can overlap the other calls; also: plate controls were buffer without enzyme for full effect and enzyme alone for no effect
Rv3671c inh: Rv3671c serine protease inhibitors, primary screen, biochemical, fluorescence polarization, M. tuberculosis H37Rv; 0.048% of 320,000 active; inhibition, % at 5.96 µM; in the data active = inhibition above about 38%;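 also: extracellular domain of Rv3671c used as enzyme; 0% = enzyme with DMSO and 100% = no enzyme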
Target sequence (P9WHR9 whole entry, looked up, the tested form may be a part): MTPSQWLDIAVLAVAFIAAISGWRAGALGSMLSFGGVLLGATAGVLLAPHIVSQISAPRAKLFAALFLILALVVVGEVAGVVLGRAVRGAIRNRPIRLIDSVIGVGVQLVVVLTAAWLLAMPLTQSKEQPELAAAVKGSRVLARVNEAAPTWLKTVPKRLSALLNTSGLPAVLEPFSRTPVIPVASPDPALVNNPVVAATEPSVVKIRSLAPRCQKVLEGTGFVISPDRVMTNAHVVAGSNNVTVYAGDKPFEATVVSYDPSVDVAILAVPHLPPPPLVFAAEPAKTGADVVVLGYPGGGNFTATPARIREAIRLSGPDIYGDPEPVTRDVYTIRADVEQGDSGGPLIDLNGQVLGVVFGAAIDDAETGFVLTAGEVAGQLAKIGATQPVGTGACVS
FadD28 binding: inhibitors of FadD28 bisubstrate probe binding, primary screen, biochemical, fluorescence polarization, single point; Mycobacterium tuberculosis FadD28 fatty-acid-AMP ligase; inhibition, % at 12.5 µM; 0.22% of 360,000 active; in the data active = inhibition above about 8.5%, passing the limit was not always enough; inconclusive = no clear call, values can overlap the other calls
Mtb BioA inh: M. tuberculosis BioA enzyme inhibitors, primary screen, biochemical, plate reader, single point, HTS; inhibition, % at 9.99 µM; purified M. tuberculosis BioA enzyme; 7,8-diaminopelargonic acid synthase BioA (Mycobacterium tuberculosis); 0.096% of 360,000 active; AID 602481, 2012; in the data active = inhibition above about 40%; inconclusive = no clear call, values can overlap the other calls
DUSP3 inh: VHR1 phosphatase inhibitors, primary screen, biochemical, absorbance, uHTS | Dual specificity protein phosphatase 3 (Homo sapiens), P51452 | recombinant VHR phosphatase, pNPP absorbance | inhibition, % at 13.3 µM | 0.52% of 290,000 active | AID 1654, 2009; in the data active = inhibition above about 50%; also: some compounds called inactive have numbers as strong as hits
Target sequence (P51452 whole entry, looked up): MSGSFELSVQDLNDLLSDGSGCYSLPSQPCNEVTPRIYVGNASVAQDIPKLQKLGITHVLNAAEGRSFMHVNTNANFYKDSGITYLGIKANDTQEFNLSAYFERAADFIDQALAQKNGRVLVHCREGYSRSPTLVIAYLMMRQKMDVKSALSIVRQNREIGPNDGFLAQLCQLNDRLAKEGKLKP
CCHF vOTU inh: CCHFV vOTU protease inhibitors, primary screen, biochemical, Pep-AMC substrate, fluorescence | AID 651958, 2012 | inhibition, % at 11.5 µM | Crimean-Congo hemorrhagic fever virus L polyprotein viral ovarian tumor (vOTU) protease … | 0.55% of 370,000 active; also: 0% = vehicle wells with enzyme and 100% = no enzyme wells
Mtb FBA inh: Mtb FBA enzyme inhibitors, primary screen, biochemical, fluorescence, strain H37Rv; Fructose-bisphosphate aldolase (Mycobacterium tuberculosis (strain ATCC 25618 / H37Rv)), …; inhibition, % at 1 µM; purified M. tuberculosis FBA, fluorescence read-out; 2.3% of 360,000 active; AID 588726, 2011; in the data active = inhibition above about 27%;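 also: 0% = vehicle and 100% = reference inhibitor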
Target sequence (P9WQA3 whole entry, looked up): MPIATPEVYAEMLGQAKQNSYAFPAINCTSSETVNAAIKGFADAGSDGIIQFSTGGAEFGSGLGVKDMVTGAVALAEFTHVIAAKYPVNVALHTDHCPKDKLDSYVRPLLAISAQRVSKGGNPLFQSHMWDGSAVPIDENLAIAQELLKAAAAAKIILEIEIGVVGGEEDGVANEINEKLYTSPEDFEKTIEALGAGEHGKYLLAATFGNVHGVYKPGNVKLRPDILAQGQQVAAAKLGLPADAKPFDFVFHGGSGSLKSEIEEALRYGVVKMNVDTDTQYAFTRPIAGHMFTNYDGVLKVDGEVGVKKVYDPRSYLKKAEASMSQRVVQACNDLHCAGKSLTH
Starred values were filed as active, the others as inactive; ? = inconclusive; nt = not tested or not shown; & = joins results of further samples. Rule as the data show it, unless noted: active = inhibition above about 30%; inactive = the rest.

Preview:
Molecule | GDH-TPI counter | UGM FP inh | MazF activator | CCHF vOTU inh | Mtb FBA inh | DUSP3 inh | BoNT-F LC inh | FadD28 binding | Rv3671c inh | Mtb BioA inh
O=C(CNC1CCCC1)Nc1ccc(S(=O)(=O)N2CCCCC2)cc1 | -3 | -0.2 | -2 | -4 | 0 | 21 | 32 | 0.3 | 7 | -0.9
CC(C)CNC(=O)COC(=O)c1ccccc1SCC(=O)NCC(C)C | -4 | 0.2 | -4 | -9 | -4 | 11 | -1 | -4.0 | -4 | -1.7
Cc1nc2ccc(S(=O)(=O)NCC(=O)NCCc3ccc(Cl)cc3)cc2s1 | -3 | 0.4 | 5 | -1 | 1 | -4 | 3 | -3.7 | -6 | -2.5
O=C(CSCc1ccco1)NC1CCCC1 | 13 | -2.0 | 3 | 5 | 2 | -15 | -8 | 0.7 | -1 | nt
C=CCOc1ccc2c(c1)c(=O)cc(C(=O)O)n2CC | 10 | -0.8 | -9 | -3 | 11 | 2 | 7 | -0.7 | 3 | -1.3
CCc1nc(SCc2ccc([N+](=O)[O-])cc2)n[nH]1 | 3 | -0.1 | 5 | 8 | 4 | 33 | -1 | 1.2 | 6 | 1.0
COc1cc(NC(=O)C2CCCO2)c(OC)cc1Cl (stereo not drawn) | -1 | 2.7 | 6 | 3 | 0 | 3 | ? | -1.7 | -5 | -2.0

The list itself, from the start:
Molecule | GDH-TPI counter | UGM FP inh | MazF activator | CCHF vOTU inh | Mtb FBA inh | DUSP3 inh | BoNT-F LC inh | FadD28 binding | Rv3671c inh | Mtb BioA inh
O=C(CNC1CCCC1)Nc1ccc(S(=O)(=O)N2CCCCC2)cc1 | -3 | -0.2 | -2 | -4 | 0 | 21 | 32 | 0.3 | 7 | -0.9
CC(C)CNC(=O)COC(=O)c1ccccc1SCC(=O)NCC(C)C | -4 | 0.2 | -4 | -9 | -4 | 11 | -1 | -4.0 | -4 | -1.7
Cc1nc2ccc(S(=O)(=O)NCC(=O)NCCc3ccc(Cl)cc3)cc2s1 | -3 | 0.4 | 5 | -1 | 1 | -4 | 3 | -3.7 | -6 | -2.5
O=C(CSCc1ccco1)NC1CCCC1 | 13 | -2.0 | 3 | 5 | 2 | -15 | -8 | 0.7 | -1 | nt
C=CCOc1ccc2c(c1)c(=O)cc(C(=O)O)n2CC | 10 | -0.8 | -9 | -3 | 11 | 2 | 7 | -0.7 | 3 | -1.3
CCc1nc(SCc2ccc([N+](=O)[O-])cc2)n[nH]1 | 3 | -0.1 | 5 | 8 | 4 | 33 | -1 | 1.2 | 6 | 1.0
COc1cc(NC(=O)C2CCCO2)c(OC)cc1Cl (stereo not drawn) | -1 | 2.7 | 6 | 3 | 0 | 3 | ? | -1.7 | -5 | -2.0
N/C(=N\OC(=O)COc1ccc(Cl)cc1)c1cccnc1 | 5 | nt | 6 | -2 | 2 | -10 | 1 | -3.8 | -2 | 0.8
COc1ccc(/C=N/NC(=O)C(C)n2nnc3ccccc32)cc1OC (stereo not drawn) | 12 | 1.3 | -1 | 15 | 1 | 31 | 4 | -5.1 | -2 | 1.9
CNNC(=O)C(=O)NNS(=O)(=O)c1ccccc1 | -2 | 0.1 | 9 | 9 | 0 | 10 | -4 | -0.7 | -2 | 1.5
CCNC(=S)NNC(=O)c1ccc(OC(F)F)cc1 | 14 | -2.4 | 2 | 13 | 1 | 19 | 2 | -0.7 | 10 | -1.4
Cc1c(C2(O)C(=O)Nc3ccc(F)cc32)c(=O)n(-c2ccccc2)n1C (stereo not drawn) | -7 | 1.1 | 8 | -10 | -1 | 3 | -1 | -2.7 | 0 | -0.2
CC1Cc2ccccc2N1S(=O)(=O)c1cccc(C(=O)N2CC(=O)Nc3ccccc32)c1 (stereo not drawn) | 10 | 2.4 | -23 | 9 | -3 | -3 | -4 | -0.4 | 3 | -0.6
CCN(CC)CC(=O)NC1CCCc2c1cnn2-c1cc(F)cc(F)c1 (stereo not drawn) | -4 | -1.0 | 2 | 3 | 2 | nt | ? | -3.3 | -12 | 4.1
O=C(Cc1n[nH]c(=O)c2ccccc12)Nc1cccc(S(=O)(=O)N2CCCC2)c1 | -2 | 4.4 | 5 | -8 | 5 | 13 | -8 | -2.2 | -3 | -0.2
C=CCOC(=O)c1sc(NC(=O)c2ccc(OC)cc2)nc1C | 11 | 0.0 | -20 | 9 | 1 | 0 | -7 | -2.3 | -5 | nt
CCc1cc(=O)[nH]c(SCCCF)n1 | 5 | -0.7 | 16 | -8 | 5 | 29 | -3 | -2.8 | 5 | nt
CC1CCCCN1C(=O)c1ccc(Br)o1 (stereo not drawn) | -2 | 4.1 | 3 | -6 | -2 | 8 | 0 | -0.9 | -7 | -1.0
CC(C)(C)n1nc(-c2ccc(Cl)cc2)c2c(N)ncnc21 | -3 | -1.4 | 7 | -2 | -4 | 45 | -3 | -2.5 | 7 | nt
O=c1[nH]nc(C(F)(F)F)c2nnn(Cc3ccccc3Cl)c12 | -6 | 1.7 | 7 | 19 | 0 | 5 | -10 | nt | 4 | 0.4
Cc1nnc(SCc2ccccc2)n1CC1CCCO1 (stereo not drawn) | 0 | -0.9 | 8 | -10 | -1 | -4 | -2 | -1.5 | -2 | 0.4
CCOC(=O)c1sc(NC(=O)CC)c(C#N)c1C | 17 | -4.8 | -2 | 12 | 1 | 14 | 0 | 1.1 | 4 | -1.1
O=C(CN1CCCCC1)Nc1ccccc1 | -3 | -2.3 | -6 | -15 | 3 | 33 | 8 | -0.7 | -3 | -0.1
Cc1ccc(OCC(=O)N2CCOCC2)c([N+](=O)[O-])n1 | -4 | -2.0 | 5 | -9 | -4 | 19 | 0 | -0.3 | 3 | 0.8
O=S(=O)(c1ccc(Cl)c(F)c1)N1CCC(c2nc(-c3ccncc3)no2)CC1 | -2 | -0.5 | -8 | -1 | -1 | 10 | -3 | -2.7 | -5 | -1.0
COc1ccccc1[C@@]1(C)ON(c2ccccc2C(F)(F)F)C1=O | -3 | 2.0 | -5 | 7 | 2 | nt | -6 | -2.5 | -1 | -1.2
Cn1ncc(Br)c1NC(=O)c1cc(Cl)cc(Cl)c1 | -8 | 0.8 | 4 | nt | 0 | 10 | 3 | nt | -9 | 0.5
Cc1noc(C)c1NC(=O)N(C)C[C@@H]1Oc2ncc(Br)cc2C(=O)N([C@@H](C)CO)C[C@H]1C | 0 | nt | 8 | 3 | 4 | nt | -5 | -1.6 | nt | 0.8&-0.9
O=C(O)CCC(=O)NNC(=O)c1ccc(Br)cc1 | 7 | 0.6 | -2 | 5 | 2 | -12 | 0 | -0.3 | 0 | nt
CCOc1cc(S(=O)(=O)NCCc2ccc(OC)c(OC)c2)c(OCC)cc1-n1cnnn1 | 2 | -1.7 | 1 | -5 | 7 | 39 | -3 | -0.1 | -1 | 0.6
Cc1ccccc1CN(c1ccc(C(=O)NCC2CCCO2)cc1)S(C)(=O)=O (stereo not drawn) | -4 | 0.6 | 6 | -1 | 0 | -5 | 5 | -1.2 | 0 | nt
CC(=O)c1c(CC(=O)O)[nH]n(-c2nc3ccccc3s2)c1=O | 7 | 0.9 | -5 | -22 | 4 | -7 | -3 | -0.2 | 3 | 0.0
COCC1CCN(C(=O)c2cc(COc3ccc(-n4cncn4)cc3)on2)C1 (stereo not drawn) | 3 | 0.3 | -6 | 0 | -1 | 20 | -3 | 0.6 | -2 | -1.2
COc1cc(N)c(Cc2nccc3cc(OC)c(OC)cc23)cc1OC | 7 | 4.0 | -2 | 3 | 1 | 17 | -11 | -2.5 | 11 | nt
COc1ccc(COC(=O)CNC(=O)C2CCCCC2)cc1F | -3 | 3.7 | 2 | -3 | 0 | nt | -9 | -2.6 | 4 | nt
COc1cccc(CN2CCNCC2)c1 | -8 | 0.1 | -14 | -3 | 4 | -28 | -14 | -0.9 | -2 | 1.7
COc1ccc(N(CCCN2C(=O)c3cccc4cccc(c34)C2=O)C(=O)c2ccncc2)cc1 | 2 | -2.5 | 7 | -4 | 0 | 30 | 6 | -5.6 | -9 | nt
Cc1ccnc(NC(=O)CCCNC(=O)c2ccc(Cl)cc2)c1 | 1 | -3.5 | 4 | -2 | -2 | nt | ? | -3.3 | 1 | nt
CC(=O)c1cccc(NC(=O)C(C)OC(=O)CNC(=O)c2ccc(C)s2)c1 (stereo not drawn) | -5 | 2.7 | -2 | -3 | 0 | 13 | -5 | -0.5 | -1 | nt
CCN(C(=O)CSc1nncn1-c1ccccc1)C1CCS(=O)(=O)C1 (stereo not drawn) | 2 | -0.4 | 8 | -3 | -1 | nt | -8 | -1.1 | -2 | -0.7
COc1ccc(CN2C(=O)CCC2(C)C(=O)NCc2cccnc2)c(OC)c1 (stereo not drawn) | -16 | -4.7 | 12 | 14 | 6 | 26 | -2 | -0.4 | 1 | 0.3
N#Cc1c(Cl)nsc1NC(=O)c1ccccc1 | 14 | 0.2 | -5 | 10 | 12 | 19 | 0 | -1.0 | -19 | nt
Cc1ccnc(SCc2cc(=O)c(OC(=O)c3ccco3)co2)n1 | 9 | 4.8 | 9 | -3 | 2 | -2 | -1 | -0.6 | 8 | nt
CN(C)c1ccc(/C=N/N2C(=O)c3ccccc3C2=O)cc1 | 9 | -0.2 | -12 | 5 | -1 | 11 | -3 | -3.2 | 9 | nt
Cc1ccccc1Cn1ccc(NC(=O)c2nn(C)cc2[N+](=O)[O-])n1 | 14 | -2.8 | -5 | -18 | 2 | 0 | -11 | -2.1 | 8 | nt
CCOc1ncccc1C(=O)Nc1cc(S(=O)(=O)N2CCCCCC2)ccc1OC | 11 | nt | -2 | -1 | -1 | nt | nt | -4.0 | nt | 0.4
COc1ccc(F)cc1C(=O)C1CCCN(Cc2ccc(Sc3nncn3C)o2)C1 (stereo not drawn) | 3 | -1.6 | -19 | 7 | 1 | 43 | 1 | -2.1 | -11 | nt
CC1(C)NC(=O)N(CC(O)COc2cccc(F)c2)C1=O (stereo not drawn) | 9 | 0.2 | 8 | -6 | 6 | -10 | 5 | -2.1 | -1 | 0.1
Cc1nc(NCc2ccccn2)c2ccccc2n1 | 12 | 1.0 | 2 | 6 | 4 | 6 | -8 | -0.5 | -2 | 0.4
O=C(Nc1ccccc1)Nc1nc2ccccc2s1 | 2 | 0.8 | -7 | -2 | 2 | 6 | -3 | 0.9 | -20 | 1.3
COc1ccc(NC(=O)C2Cc3c(-c4ccc(Cl)cc4)ccnc3O2)cc1 (stereo not drawn) | 6 | nt | nt | 2 | -2 | nt | -7 | -2.0 | nt | -0.6
NC(=O)CC[C@H](NC(=O)c1ccc(F)cc1)C(=O)OCC(=O)NCc1ccc(F)cc1 | 4 | 1.9 | -1 | 8 | 8 | 2 | 23 | -1.5 | 3 | nt
CC(=O)NC(=S)Nc1ccc(NC(=S)NC(=O)c2ccc([N+](=O)[O-])cc2)cc1 | -1 | -0.2 | 6 | -8 | -5 | 4 | 9 | -5.9 | 8 | nt
COc1cc(C2c3cc4c(cc3C3OC(=O)C2C3CO)OCO4)cc(OC)c1OC (stereo not drawn) | -1 | nt | -5 | 12 | 0 | nt | 4 | -2.7 | nt | 4.4
Cc1cccn2c(=O)c(C=O)c(N3CC(C)OC(C)C3)nc12 (stereo not drawn) | -1 | -1.6 | 13 | 10 | -1 | 10 | -1 | -2.6 | -8 | nt
Cc1ccccc1OCC(=O)Nc1ccccc1N1CCCCC1 | 3 | 1.2 | -9 | -8 | -1 | -12 | -13 | -4.4 | -5 | 1.9
CCOC(=O)N1CCN(Cc2nc3cc([N+](=O)[O-])ccc3n2CC)CC1 | -1 | 1.7 | 4 | -2 | -1 | -8 | 9 | nt | 5 | 6.6
